# GAA glycogen: inhibitors or activators of human alpha-glucosidase glycogen cleavage. P10253. recombinant GAA, glycogen substrate, Amplex Red glucose oxidase fluorescence. 300,000 compounds, 0.38% hits. Potency, µM (doses to about 76.4 µM), for inactives: at the highest dose activity change, negative = inhibition, most hits filed as inhibitors; active = well fitted inhibition curve with a large enough effect; inconclusive = small, poorly fitted or top-dose-only effect, or another doubt; inactive = no such curve, though single readings can be large or run the other way;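 note: 0% = full enzyme reaction and -100% = no-enzyme basal signal; the screen sought inhibitors and activators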
#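 Recombinant human enzyme (4 nM); glycogen substrate; 37 C, 40 min, pH 5.0. Readout: coupled glucose oxidase/Amplex Red fluorescence.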
# * hit, by the source's call; ? = inconclusive; & = joins results of further samples; [ ] = remark or other dose. Potency is the fitted concentration of half-maximal effect. These rows are one share of the data; count on the stated rates, not on these rows.
SMILES	GAA glycogen
COc1ccc(C2C(C#N)=C(N)N(N(C)C)C3=C2C(=O)CC(C)(C)C3)cc1OC (stereo not given)	2%
Cc1ccsc1C(=O)NCCc1nnc2ccccn12	1%[76.3 µM]
Cc1ccc(CN2CCC(c3cc(-c4ccc(Cl)cc4)n[nH]3)CC2)cc1	-1%
O=C(Nc1csc(Cc2c(Cl)cccc2Cl)n1)NN1CCOCC1	3%
CC(c1ccccc1)C1CC(=O)N(c2ccccc2)C1=O (stereo not given)	15%[76.3 µM]
CCC(C)(C)N(C(=O)CCC(=O)Nc1cc(C)on1)C(C(=O)NC(C)(C)C)c1ccc(OC)cc1 (stereo not given)	-1%
Cc1cccc(N2CCN(C(=O)c3ccc(NS(=O)(=O)c4ccc5[nH]c(=O)[nH]c5c4)cc3)CC2)c1C	3%[76.3 µM]
Cc1cc(C)c(C)c(S(=O)(=O)NCCCN2CCCC2=O)c1C	0%[76.3 µM]
O=C(COC(=O)c1cc2ccccc2cc1O)c1ccccc1	-3%[76.3 µM]
CC1CN(CCOCCOc2ccccc2-c2ccccc2)CC(C)O1 (stereo not given)	19%[76.3 µM]
N#CC1=C(N)Oc2cc(O)c(Cl)cc2C1c1cccnc1 (stereo not given)	?
Cc1cc(NC(=O)C2CCN(S(=O)(=O)c3c(C)noc3C)CC2)ccc1Br	-5%[76.3 µM]
CCOC(=O)c1sc(NC(=O)c2nc(SCC)ncc2Cl)c(C(=O)OCC)c1C	-1%[76.3 µM]
COC(=O)c1ccc(CNC(=O)c2ccc3c(c2)OCCO3)cc1	11%[76.3 µM]
CCOC(=O)c1cccc(NC(=O)c2cc(C)nc3c2c(C)nn3-c2ccc(C)cc2)c1	-8%[76.3 µM]
CCOc1ccc(NC(=O)CCN2C(=O)c3ccccc3C2=O)cc1	4%[76.3 µM]
CCN(C(=O)c1coc(=O)c2ccccc12)c1ccccc1C	6%[76.3 µM]
COc1cccc(NC(=O)c2cc3c(-c4ccc(Cl)cc4)nn(C)c3s2)c1	-10%[76.3 µM]
O=C(O)c1sccc1NC(=O)c1c(Cl)cccc1Cl	5%
COc1ccccc1NC(=O)Cn1nnc(C(=O)NCc2ccc3c(c2)OCO3)c1N	-4%[76.3 µM]
COc1ccc(C(=O)NCc2nnc(SCC(=O)Nc3ccccc3)n2-c2ccccc2)cc1	19%[76.3 µM]
COc1ccc(-c2cc(C(=O)NCCCN3CCOCC3)no2)cc1	?
CN(C(=O)C1=CC(c2ccc3c(c2)OCO3)=NS(=O)(=O)N1C)c1ccccc1	-8%[76.3 µM]
COc1ccccc1C(=O)Nc1nc2ccccc2[nH]1	0%
CC(=O)Nc1ccc(/C=C/C(=O)c2ccc3c(c2)OCCO3)cc1	10%
COc1cccc(CNC(=O)CCCn2ccc3cc(S(=O)(=O)N4CCCC4)ccc32)c1	-12%[76.3 µM]
NC(=O)c1nsc(C(=O)N(c2cccc(F)c2)C(C(=O)NC2CCCC2)c2ccc(O)cc2)c1N (stereo not given)	5%
Cc1ccnc(NC(=O)CCNC(=O)c2ccc(Cl)cc2)c1	0%[76.3 µM]
COc1cccc(Nc2ncnc3onc(-c4ccccc4OC)c23)c1	19%[76.3 µM]
CS(=O)(=O)N(CC(=O)Nc1ccc(F)cc1)C1CCCCC1	0%
CCc1ccc2c(c1)C(NC(C)=O)C(=O)N2CCN1CCOCC1 (stereo not given)	-1%
CCOCCCn1c(SCC(=O)N2CCOCC2)nc2ccccc2c1=O	-1%
Cc1nc2c(-c3ccccc3)c(C)nn2c(C)c1CCC(=O)N1CCN(c2ccc(F)cc2)CC1	-10%[76.3 µM]
CS(=O)(=O)N1CCc2cc(C(=O)Nc3ccc(Cl)cc3)ccc21	-17%[15.3 µM]
O=C(O)CCC(=O)N1CCc2cc(S(=O)(=O)NCCc3ccc(Cl)cc3)ccc21	-1%[76.3 µM]
Cc1ccc2oc(C(=O)NCc3ncc(C)[nH]3)c(C)c2c1	0%[76.3 µM]
C=CCC1NS(=O)(=O)OC2CCCC12 (stereo not given)	14%[76.3 µM]
COc1ccc2c(Sc3ccc(C)cc3)c(C(=O)NC(C)c3ccccc3)[nH]c2c1 (stereo not given)	-11%[76.3 µM]
Cc1ccc(NS(=O)(=O)c2c(C)nc3sc(C)c(C)n3c2=O)cc1F	8%[76.3 µM]
CCN=C1S/C(=C/c2ccc(-c3ccc(F)cc3)o2)C(=O)N1CC	-6%
CCC1=C(c2ccc(C)cc2)S(=O)(=O)N=C1N1CCC(C(=O)NCCCN2CCCCC2C)CC1 (stereo not given)	-6%[76.3 µM]
CCOC(=O)C1CCN(S(=O)(=O)c2ccc(Cl)s2)CC1	14%[76.3 µM]
CCn1c(SCC(=O)Nc2ccccc2Br)nnc1-c1cnccn1	1%[76.3 µM]
COC(=O)c1ccccc1-n1c(CCC(=O)O)ccc1-c1ccc(F)cc1	-7%
Cc1ccccc1/C=C\c1nc(O)c([N+](=O)[O-])c(=O)[nH]1	-2%
COc1ccc(Cl)cc1NC(=O)Cn1c(=O)n(CCC(=O)NCc2ccc3c(c2)OCO3)c(=O)c2ccccc21	-7%[76.3 µM]
Cc1ccc(C)c(C(C)NC(=O)c2ccncc2)c1 (stereo not given)	3%[76.3 µM]
COc1cccc(CN2CC(C(=O)NCc3cccc(Cl)c3)CCC2=O)c1 (stereo not given)	-12%[76.3 µM]
COc1ccccc1NC(=O)CN(c1ccccc1OC)S(=O)(=O)c1ccccc1	-1%[76.3 µM]
Cc1cc(C)n(CCC(=O)Nc2ccc(-c3ccno3)cc2)n1	12%[76.3 µM]
CC(C)(C)c1ccc(C(=O)NCC(=O)N/N=C/c2cccnc2)cc1	-1%
CN(Cc1c(C(=O)N/N=C/c2cccc(F)c2)nnn1-c1nonc1N)c1ccccc1	-16%[76.3 µM]
COc1ccc(S(=O)(=O)N(CC(=O)Nc2cccnc2)c2ccc(C)cc2)cc1OC	-12%[76.3 µM]
Cc1ccc(S(=O)(=O)N2CCc3cc(C(=O)Nc4c(C)cccc4C(C)C)ccc32)cc1	-7%[76.3 µM]
CN(C)S(=O)(=O)c1ccc2c(c1)c(=O)c(C(=O)N1CCN(c3cccc(Cl)c3)CC1)cn2C	7%[76.3 µM]
O=C(Nc1scc(-c2ccccc2)c1C(=O)O)c1ccc(F)cc1	2%[76.3 µM]
COc1ccc(OC)c(C(=O)NC(CC(N)=O)c2ccc(N3CCN(c4ccccn4)CC3)c([N+](=O)[O-])c2)c1 (stereo not given)	4%[76.3 µM]
Cc1ccc(N=C2NC(=O)CS2)cc1C	-8%[76.3 µM]
O=C(Cc1ccccc1)Nc1sc2c(c1C(=O)Nc1ccccc1Cl)CCCCC2	-10%[76.3 µM]
Cc1oc(-c2ccc(Cl)cc2)nc1CN1CCC(C(=O)NCCCN2CCN(c3cccc(Cl)c3)CC2)CC1	-12%[76.3 µM]

# Next part:
SMILES	GAA glycogen
CCOC(=O)CN(C)C(=O)CCc1nnc(-c2ccc(-c3ccccc3)cc2)o1	-1%[76.3 µM]
CC(C)N(CCNC(=O)COc1ccc2oc3c(c2c1)CCCC3)C(C)C	0%[76.3 µM]
COc1cccc(NC(c2nnc(-c3ccccc3)o2)c2ccc(F)cc2Cl)c1 (stereo not given)	11%[76.3 µM]
CCOc1ccc(/C=C/c2nc(C#N)c(N3CCCCCC3)o2)cc1	-12%[76.3 µM]
O=C(NCc1nnc(SCC(=O)N2CCOCC2)o1)c1c(F)cccc1F	0%[76.3 µM]
COc1cc(C(=O)Nc2scc(-c3ccccc3)c2C(=O)O)cc(OC)c1OC	-3%[76.3 µM]
O=C(COc1ccccc1Cl)Nc1ccccc1C(=O)Nc1cccc(C(=O)O)c1	-3%[76.3 µM]
COCCn1c(SCC(=O)NCC2CCCO2)nc2c(c1=O)SCC2 (stereo not given)	-14%[76.3 µM]
CN(C)S(=O)(=O)c1cccc(CNCC2COc3ccccc3O2)c1 (stereo not given)	-4%
COCCN1C(=S)N[C@@H](c2cccc(F)c2)C(C(=O)OC)=C1C	-10%&-3%[76.3 µM]
COc1cc(/C=C/c2[nH]c(=O)[nH]c(=O)c2[N+](=O)[O-])cc(OC)c1O	?
COc1ccccc1C(=O)Nc1cc2c(cc1N1CCOCC1)n(C)c(=O)n2C	14%[76.3 µM]
COc1cc(CN2CCN(Cc3cn(C)c4ccccc34)CC2CCO)cc(OC)c1 (stereo not given)	16%[76.3 µM]
Cc1c(OC(C)C(=O)NCC2CCC(C(=O)O)CC2)ccc2c1oc(=O)c1ccccc12 (stereo not given)	22%[76.3 µM]
CCOc1ccc(NC(=O)CN2C(C(=O)OC)=C(c3ccccc3)c3cc(Cl)ccc3S2(=O)=O)cc1	5%[76.3 µM]
Cc1ccc2oc(-c3ccc(Cl)c(NC(=O)Cc4ccccc4)c3)nc2c1	-2%[76.3 µM]
CCCCOc1ccc(C(=O)N2CCCCC2CCN2CCOCC2)cc1 (stereo not given)	8%[76.3 µM]
COCCNC(=O)/C(C#N)=C/c1c(N2CCN(c3cccc(Cl)c3)CC2)nc2c(C)cccn2c1=O	-1%
CC(C)c1cc(C(=O)N2CCCC(Nc3ccc(F)cc3)C2)nc(N)n1 (stereo not given)	1%[76.3 µM]
CN(CCc1ccccc1)c1ccc([N+](=O)[O-])cn1	11%[76.3 µM]
Cc1cc(NS(=O)(=O)c2ccc(NC(=O)COc3ccc(Cl)c(C)c3)cc2)no1	19%[76.3 µM]
CCOc1ccc(CCNC(=O)c2ccc3c(c2)N(Cc2ccccc2)C(=O)c2ccccc2S3=O)cc1OCC (stereo not given)	-4%[76.3 µM]
COc1ccc(-c2noc(CC(=O)Nc3ccc(Br)cc3C)n2)cc1	-1%[76.3 µM]
CC(=O)N1c2ccc(S(=O)(=O)N3CCCC(C(=O)NC4CCCC(C)C4C)C3)cc2CC1C (stereo not given)	-5%[76.3 µM]

# Five of the compounds above, with values ahead of the structure:
GAA glycogen | Compound
-5%[76.3 µM] | CC(=O)N1c2ccc(S(=O)(=O)N3CCCC(C(=O)NC4CCCC(C)C4C)C3)cc2CC1C (stereo not given)
-1%[76.3 µM] | COc1ccc(-c2noc(CC(=O)Nc3ccc(Br)cc3C)n2)cc1
1%[76.3 µM] | CC(C)c1cc(C(=O)N2CCCC(Nc3ccc(F)cc3)C2)nc(N)n1 (stereo not given)
-1% | COCCNC(=O)/C(C#N)=C/c1c(N2CCN(c3cccc(Cl)c3)CC2)nc2c(C)cccn2c1=O
-2%[76.3 µM] | Cc1ccc2oc(-c3ccc(Cl)c(NC(=O)Cc4ccccc4)c3)nc2c1

# Already shown: an excerpt of the list.
SMILES	GAA glycogen
C=CCC1NS(=O)(=O)OC2CCCC12 (stereo not given)	14%[76.3 µM]
COc1ccc2c(Sc3ccc(C)cc3)c(C(=O)NC(C)c3ccccc3)[nH]c2c1 (stereo not given)	-11%[76.3 µM]
Cc1ccc(NS(=O)(=O)c2c(C)nc3sc(C)c(C)n3c2=O)cc1F	8%[76.3 µM]
CCN=C1S/C(=C/c2ccc(-c3ccc(F)cc3)o2)C(=O)N1CC	-6%
CCC1=C(c2ccc(C)cc2)S(=O)(=O)N=C1N1CCC(C(=O)NCCCN2CCCCC2C)CC1 (stereo not given)	-6%[76.3 µM]

# Later entries
SMILES	GAA glycogen
O=C(CCC(=O)N/N=C/c1ccc(Br)o1)N/N=C/c1ccc(Br)o1	-2%
Cc1cnc(C)c(N2CCN(C(=O)C3CCC(=O)N(CCc4cccc(F)c4)C3)CC2)n1 (stereo not given)	-1%[76.3 µM]
COc1ccc(CN(C(=O)CNC(=O)c2ccco2)C(C(=O)NCC2CCCO2)c2ccc(OC)c(OC)c2)cc1 (stereo not given)	3%
CCn1cc(/C=C(\NC(=O)c2ccc(OC)c(OC)c2)C(=O)NCCCN2CCOCC2)c2ccccc21	2%[76.3 µM]
CC1CN(C(=O)COC(=O)c2ccccc2O)CC(C)O1 (stereo not given)	10%
OC(COc1ccc(Cl)cc1)CN1CCN(c2ccccc2)CC1 (stereo not given)	1%
CCOc1ccc(NC(=O)CCCc2nnc3n(C)c(=O)c4sccc4n23)cc1	13%[76.3 µM]
Cc1ccc(CS(=O)(=O)c2ncc(Cl)c(C(=O)Nc3nc4ccc(C)cc4s3)n2)cc1	-8%[76.3 µM]
CC(C)C(OC(=O)c1cccs1)C(=O)NCCc1ccccc1 (stereo not given)	0%[76.3 µM]
CCOc1ccc(-c2cc(C(=O)N/N=C/c3cccnc3)c3ccccc3n2)cc1	1%[76.3 µM]
O=C(NNC(=O)C1C2C=CC(C2)C1C(=O)O)c1ccccc1 (stereo not given)	-11%
CC(=O)Nc1ccc(NC(=O)C(C)OC(=O)c2cccc(S(=O)(=O)N3CCCCC3)c2)cc1 (stereo not given)	-11%[76.3 µM]
Cc1cccc(/C=N/n2c(C3CCCCC3)n[nH]c2=S)c1	0%
O=C(c1cccc(Br)c1)N1CCCc2ccccc21	6%[76.3 µM]
O=C(/C=C/c1ccccc1)OCCN=C1NS(=O)(=O)c2ccccc21	2%
O=C(CCc1nnc2ccc(NCc3ccco3)nn12)N1CCN(c2ccccc2)CC1	-10%[76.3 µM]
Cc1ccc(S(=O)(=O)N/N=C/c2ccccc2F)cc1[N+](=O)[O-]	-1%[76.3 µM]
Cc1cccc(NC(=O)Nc2cccnc2)c1C	-3%[76.3 µM]
CN1CCN(C(=O)c2ccc(Cn3cc(Cl)cn3)o2)CC1	-5%
Cc1ccc2[nH]c3c(NCc4ccccc4)ncnc3c2c1	1%
O=C(NCc1cnc2ccccn12)C1CCC(=O)N(Cc2ccccc2F)C1 (stereo not given)	2%[76.3 µM]
COCC1OS(=O)(=O)NC(CC(=O)SC(C)(C)C)C1C (stereo not given)	15%[76.3 µM]
